# Screening data from PubChem BioAssay.
# FLuc modulator – counter-screen for miR-21 project: firefly luciferase inhibitors or activators; Potency, µM (series often up to 57.5 µM), for inactives: top-dose activity change, negative = inhibition, usual class: inhibitors; purified FLuc, Km substrates, luminescence inhibition; AID 588342; 360,000 compounds, 6.9% hits; active means well fitted inhibition curve with a large enough effect; inconclusive means small, poorly fitted or top-dose-only effect;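 further: plate controls were vehicle for no effect and reference inhibitor for full effect; nearly all actives have a fitted effect of over 55% in size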
# Target sequence (P08659 whole entry, looked up): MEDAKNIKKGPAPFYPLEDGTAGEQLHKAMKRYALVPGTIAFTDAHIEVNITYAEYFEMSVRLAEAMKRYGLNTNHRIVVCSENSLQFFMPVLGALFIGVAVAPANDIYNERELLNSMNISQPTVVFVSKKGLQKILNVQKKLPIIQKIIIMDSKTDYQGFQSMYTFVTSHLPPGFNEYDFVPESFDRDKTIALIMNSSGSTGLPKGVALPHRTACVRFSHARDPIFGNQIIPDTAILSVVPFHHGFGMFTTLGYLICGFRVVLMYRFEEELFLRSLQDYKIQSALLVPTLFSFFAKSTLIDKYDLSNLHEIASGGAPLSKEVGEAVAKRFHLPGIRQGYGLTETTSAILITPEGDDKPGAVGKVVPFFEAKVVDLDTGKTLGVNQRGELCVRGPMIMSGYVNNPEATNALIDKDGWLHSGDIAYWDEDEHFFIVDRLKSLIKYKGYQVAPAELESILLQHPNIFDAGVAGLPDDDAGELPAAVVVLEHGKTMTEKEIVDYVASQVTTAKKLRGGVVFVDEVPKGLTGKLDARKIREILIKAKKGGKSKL
#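 Purified P. pyralis luciferase, 10 nM final, with Km-level 10 uM D-luciferin and 10 uM ATP in 50 mM Tris acetate pH 7.5, 10 mM Mg acetate, 0.01% Tween-20, 0.05% BSA; 6-point qHTS titration about 60 µM downward; luminescence read.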
# The depositor's hits bear a star; ? = inconclusive. Potency means the concentration at half of the fitted maximal effect. A portion of the library; the hit share may differ from the screen's.
SMILES,FLuc modulator
COCC(C)NC(=O)C1=CC(c2ccc3c(c2)OCO3)=NS(=O)(=O)N1C (stereo unspecified),-9%
O=C(NCC(c1ccc2c(c1)OCO2)N1CCOCC1)c1cccc(Cl)c1 (stereo unspecified),-8%
CC(=O)c1ccc(NC(=O)C2CCCN(S(=O)(=O)c3ccc(Br)s3)C2)cc1 (stereo unspecified),5%
Cc1ccccc1OCC(=O)Nc1nnc(S(=O)(=O)N2CCCCCC2)s1,-15%
Cc1ccc(NC(=O)Cn2c(=O)c(CNc3ccccc3)cc3cc4c(cc32)OCCO4)cc1,1%
COc1ccc(C2=CC(c3ccc(N(C)C)cc3)n3nnnc3N2)cc1 (stereo unspecified),4%
Cc1ccccc1Cn1cnc2nc3c(cc2c1=O)CC(C)CC3 (stereo unspecified),?
Cc1ccc2onc(CC(=O)N3CCN(c4cccc(C)c4C)CC3)c2c1,?
O=C(C1COc2cc(S(=O)(=O)Nc3ccc(Cl)cc3)ccc2O1)N1CCCC1 (stereo unspecified),?
Cc1cccc(C(=O)N2CCc3cc(CNS(=O)(=O)c4ccc(Cl)s4)ccc32)c1,6%
CSc1ccc(CNC(=O)c2cc3cc(S(=O)(=O)N4CCCCC4)ccc3n2C)cc1,4%
CCN1CCN(c2c(S(=O)(=O)c3ccc(Cl)cc3)cnc3ccccc23)CC1,-5%
CCc1ccc(CNC(=O)CCc2c(C)nn(-c3ccc(N4CCCC4)nn3)c2C)cc1,-1%
CCN1CCN(C(=O)c2cnn(-c3cccc(C)c3)c2C2CCN(C(=O)OC(C)(C)C)CC2)CC1,-4%
COc1ccc(N2CCN(C(=O)c3cccn4c(=O)c5ccc(Cl)cc5nc34)CC2)cc1,2%
CCc1ccc(NC(=O)c2ccc3[nH]c(C)c(C)c3c2)cc1,?
CC1CCc2c(sc(NC(=O)c3cc(-c4cccc(Cl)c4)on3)c2C(N)=O)C1 (stereo unspecified),3%
CCc1ccc(CN2CCc3nc(N4CCN(c5ccccc5F)CC4)ncc3C2)cc1,0%
CCNc1nc2c(c(=O)[nH]c(=O)n2C)n1CC(O)COc1ccc(Cl)cc1Cl (stereo unspecified),-1%
Cc1ccc(CN2CCc3nc(N4CCN(c5ccccc5F)CC4)ncc3C2)cc1C,0%
O=C(Cn1cc(SCc2ccccc2)c2ccccc21)N1CCCCCC1,-18%
O=S(=O)(NCCc1csc(-c2ccc(F)cc2)n1)c1ccc(Cl)cc1,-13%
COc1ccc(OC)c(NC(=O)c2cc(CN3CCCC3)on2)c1,-6%
CC(C)(C)c1ccc(C(=O)NC(Cc2c[nH]c3ccccc23)C(=O)OCC(=O)c2ccc(Br)cc2)cc1 (stereo unspecified),-4%
CCOc1ccc(C(=O)Nc2cccc(-c3nc4cc(Cl)cc(Cl)c4o3)c2)cc1,6%

# Additional structures follow.
SMILES,FLuc modulator
COc1ccc2sc(N(Cc3cccnc3)C(=O)c3cccs3)nc2c1,-15%
CSc1oc(-c2cccs2)nc1S(=O)(=O)c1ccc(Br)cc1,-9%
COc1ccc(NC(=O)c2cc3c(=O)n(Cc4cccnc4)ccc3nc2C)c(OC)c1,2%
Cc1ccc(-n2nc3c(N4CCC(C(=O)NCCc5ccccc5)CC4)nnc(C)c3c2C)cc1,-5%
CCc1cccc(C)c1NC(=O)CCS(=O)(=O)c1cc(Br)cc2c1N(C(=O)C1CC1)CC2,-13%
Cc1cccc(OCC(=O)Nc2nonc2-c2ccc(Br)cc2)c1C,-5%
CCOc1ccccc1NC(=O)C(C)Sc1nc(-c2ccccc2)c(C#N)c(=O)[nH]1 (stereo unspecified),?
CCOc1ccc(CCNC(=O)c2ccc(Nc3nc4ccccc4n4nnnc34)cc2)cc1OCC,-5%
CCCCNC(=O)C1CCC(CNS(=O)(=O)c2ccc(Cl)cc2)CC1 (stereo unspecified),-5%
CCOC(=O)c1c(C)[nH]c(C)c1S(=O)(=O)N1CCC(C(=O)N2CCN(c3cccc(Cl)c3)CC2)CC1,4%
COc1ccccc1NC(=O)CSc1oc(-c2ccccc2)nc1S(=O)(=O)c1ccc(C)cc1,1%
Cc1ccc(C)c(N2CCN(CCCNC(=O)Cn3ncc4c5ccccc5n(C)c4c3=O)CC2)c1,-1%
Cc1cccc(NC(=O)C2CCN(S(=O)(=O)c3ccc4[nH]c5c(c4c3)CCCCC5)CC2)c1,-2%
CC1CN(C(=O)Nc2ccc(C(=O)NCc3ccccc3F)cc2)c2ccccc2S1 (stereo unspecified),-3%
CCC(Sc1nc2ccncc2[nH]1)C(=O)Nc1cc(C)ccc1C (stereo unspecified),-12%
CCOc1ccc(NC(=O)CC2C(=O)N(c3ccccc3)C(=O)N2CCc2sccc2C)cc1 (stereo unspecified),-5%
CCOC(=O)c1cc(-c2ccccc2)n(CCC(=O)NCCc2ccc(OC)c(OC)c2)c1C,3%
COc1ccc(NC(=O)c2cccc(N3CCCS3(=O)=O)c2)cc1,?
COc1ccc(-c2cn3nc(N4CCC(C(=O)Nc5ccc(Cl)cc5C)CC4)sc3n2)cc1,-19%
Fc1ccc2[nH]c(-c3cccs3)cc2c1,?
O=C(NCCCN1CCN(c2cccc(Cl)c2)CC1)c1sc2ncccc2c1-n1cccc1,3%
CCOc1ccc(CCNC(=O)C(CC(C)C)N2Cc3ccccc3C2=O)cc1OCC (stereo unspecified),3%
Cc1ccccc1C(=O)Nc1cccc(C(=O)OCc2cc(=O)n3nc(C4CC4)sc3n2)c1,-17%
COc1ccc(NC(=O)Cn2ncc3c([nH]c4ccccc43)c2=O)cc1Cl,-1%
COc1cc(NC(=O)N2CCC3(CC2)Nc2ccccc2-n2cccc23)cc(OC)c1OC,?

# An excerpt of these results, with tabs:
molecule	FLuc modulator
CCC(Sc1nc2ccncc2[nH]1)C(=O)Nc1cc(C)ccc1C (stereo unspecified)	-12%
CCOc1ccc(NC(=O)CC2C(=O)N(c3ccccc3)C(=O)N2CCc2sccc2C)cc1 (stereo unspecified)	-5%

# (continued)
SMILES,FLuc modulator
O=C(Nc1cc(Cl)ccc1O)c1cc2nc(-c3ccc4c(c3)OCO4)cc(C(F)(F)F)n2n1,-7%
Cc1ccc2nc(-c3cc(NC(=O)COc4ccc(C)c(C)c4)ccc3Cl)oc2c1,?
O=C(CCSCc1cccc(Cl)c1)NCc1ccccc1Cl,-17%
N#CC1=C2SCN(C3CCCCC3)CN2C(=O)CC1c1ccc(F)cc1 (stereo unspecified),?
CCC(C)NC(=O)c1sc2nc3n(c(=O)c2c1C)CCC3 (stereo unspecified),0%
CC(C)c1ccc(S(=O)(=O)c2nnn3c2nc(N2CCCC2)c2sccc23)cc1,0%
COC(=O)CSc1ncc2c(n1)-c1ccccc1N(Cc1ccccc1C)S2(=O)=O,2%
Cn1c(=O)c2c(n3c4ccccc4nc13)NC(=O)CC2c1ccccc1F (stereo unspecified),?
CCc1ccc2oc(C(=O)NCCc3ccc(OC)c(OC)c3)cc(=O)c2c1,0%
CNC(=O)COc1ccc(NC(=O)CCn2nc(-c3ccc(C)cc3)c3ccccc3c2=O)cc1,6%
COc1ccc(NC(=O)CSc2nc(-c3cccc(C)c3)[nH]c2-c2ccccc2)cc1OC,-18%
CC(=O)N1CCC(N(Cc2ccc(C)o2)C(=O)Nc2ccc(C)cc2)CC1,3%
COc1ccc(NC(=O)c2oc3ccccc3c2NC(=O)c2cc(=O)c3cc(Cl)ccc3o2)cc1,1%
CCc1ccc(C2c3c(-c4ccccc4O)n[nH]c3C(=O)N2Cc2ccncc2)cc1 (stereo unspecified),-18%
COc1cccc(OCc2nc3ccccc3n2CCOc2ccccc2)c1,?
CCc1ccccc1NC(=O)Nc1cc(C(=O)NCc2cccc(F)c2)ccc1N1CCCC1,0%
O=C(Cn1c(=O)n(CCCS(=O)(=O)C2CCCCC2)c(=O)c2ccccc21)Nc1ccccc1F,0%
COc1ccc(CNC(=O)C(CCSC)NS(=O)(=O)c2ccc3c(c2)oc(=O)n3C)cc1 (stereo unspecified),-1%
Cc1cc(OCC(=O)N(Cc2ccc(N(C)C)cc2)C2CCS(=O)(=O)C2)cc(C)c1Cl (stereo unspecified),0%
O=S(=O)(Nc1ccc(F)c(Cl)c1)c1ccc(Br)s1,?
CCOc1ccc(OCCOCCn2c(-c3ccc(Cl)cc3)nc3ccccc3c2=O)cc1,-10%
CCc1ccc(S(=O)(=O)c2cn(C)c3cc(N4CCCC4)c(F)cc3c2=O)cc1,0%
CCCCCCNC(=O)c1c[nH]c2ccc(S(=O)(=O)N(C)c3ccc(C(C)C)cc3)cc2c1=O,3%
Cc1cccc(-c2nc3scc(CCNS(=O)(=O)c4ccc(F)c(C(F)(F)F)c4)n3n2)c1,-2%
Cc1ccccc1C(=O)Nc1cccc(-c2cn3cccnc3n2)c1,-4%

# The list continues:
SMILES,FLuc modulator
COc1cc(C(=O)Nc2ccccc2-c2nc(-c3ccc(C)cc3)no2)cc(OC)c1OC,-2%
Cc1ccc2c(c1)C(c1ccc(F)cc1)N(C(=O)c1ccc(OC(C)C)cc1)CC(=O)N2 (stereo unspecified),-7%
COc1ccc(-c2nnc(SCC(=O)c3ccc(NC(C)=O)cc3)o2)cc1OC,1%
O=S(=O)(Nc1cccc(-c2ccc(N3CCCC3)nn2)c1)c1ccc(F)c(C(F)(F)F)c1,19µM*
CCN(Cc1ccccc1)C(=O)Cn1c(=O)n(-c2cccc(C)c2)c(=O)c2c1c1cc(OC)ccc1n2C,2%
CCOC(=O)C1CCC(CN(Cc2cccc(Br)c2)S(=O)(=O)c2ccc(C)cc2)CC1 (stereo unspecified),-6%
Cc1ccc(CCNC(=O)CCSCc2ccccc2Cl)cc1,-20%
COc1ccc(N2CC(NC(=O)C3CC3)CC2=O)cc1 (stereo unspecified),0%
Cc1ccccc1N(C)S(=O)(=O)c1nnc(NC(=O)C(C)C)s1,-3%
O=c1[nH]c(SCc2ccccc2)nc2c1CCCC2,?
CCCn1c(NCc2ccccc2F)nc2ccccc21,-15%
COc1ccc(CCNC(=O)C(=O)NCC(c2cccs2)S(=O)(=O)c2ccc(F)cc2)cc1 (stereo unspecified),1%
COC(=O)c1scc(-c2ccc(C)cc2)c1S(=O)(=O)Nc1cccc(C(F)(F)F)c1,?
CCc1ccc(-n2c(CCC(=O)O)ccc2-c2cccs2)cc1,13µM*
COc1ccccc1-c1c(C)nn2c(N3CCN(c4cccc(Cl)c4)CC3)cc(C)nc12,-2%
Cc1cc(S(=O)(=O)NCC(c2ccc(N(C)C)cc2)N2CCOCC2)ccc1F (stereo unspecified),-1%
Cc1ccc(C)c(NC(=O)c2nc(S(=O)(=O)Cc3ccc(F)cc3)ncc2Cl)c1,-2%
Cc1ccc2oc(-c3cccc(NC(=O)c4cccc5c(Cl)cccc45)c3)nc2c1,-5%
CCCS(=O)(=O)c1nc(S(=O)(=O)c2ccc(C)cc2)c(NCCCOC(C)C)s1,-5%
CC(C)(C)C(=O)Nc1cccc(-c2cn3cccnc3n2)c1,-3%
Cc1oc(-c2ccccc2F)nc1CSc1nnc(C)n2c1cc1occc12,-1%
COc1ccc(CNC(=O)CCC2N=C3c4ccccc4N=C(SCc4cccc(F)c4)N3C2=O)cc1 (stereo unspecified),5%
Cc1cc(C)cc(NC(=O)Cn2cc(C(=O)c3ccccc3)c(=O)c3ccc(C)nc32)c1,-1%
CN1c2cc(Cl)ccc2-c2nc(SCC(=O)Nc3ccc(F)cc3F)ncc2S1(=O)=O,1%
O=C(COc1ccc(Cl)cc1)Nc1ccccc1C(=O)OCc1cc(=O)n2ccsc2n1,-1%

# Further entries
SMILES,FLuc modulator
CCc1nc2ccc(C(=O)NCCc3ccc(SC)cc3)cc2nc1CC,1%
COc1ccc(N(C(=O)c2ccccc2C)S(=O)(=O)c2ccc(C)cc2)cc1,4%
COc1ccc(CCNC(=O)CCCn2c(=O)c3cccn3c3ccccc32)cc1OC,-1%
CN(C(=O)c1cc(-c2ccccc2O)on1)c1ccccc1,?
Cc1ccc(-c2nc3ccccc3[nH]2)cc1NC(=O)COc1ccc(Cl)cc1Cl,-5%
CCOC(=O)CNC(=O)c1cc2c(=O)n3cccc(C)c3nc2n1C,-5%
O=C(CSc1nc2ccccc2nc1Cc1ccccc1)Nc1ccc2c(c1)OCO2,-2%
CCC(=O)Nc1ccc(CC)cc1-c1nc2ccccc2n(CC(=O)Nc2ccccc2C)c1=O,-2%
O=C(CCc1ccccc1)N(Cc1cccnc1)c1nc2c(F)cccc2s1,-12%

# By substructure: those above containing an aryl thioether with sulfur outside any ring (14)
SMILES,FLuc modulator
CSc1ccc(CNC(=O)c2cc3cc(S(=O)(=O)N4CCCCC4)ccc3n2C)cc1,4%
O=C(Cn1cc(SCc2ccccc2)c2ccccc21)N1CCCCCC1,-18%
CSc1oc(-c2cccs2)nc1S(=O)(=O)c1ccc(Br)cc1,-9%
CCOc1ccccc1NC(=O)C(C)Sc1nc(-c2ccccc2)c(C#N)c(=O)[nH]1 (stereo unspecified),?
COc1ccccc1NC(=O)CSc1oc(-c2ccccc2)nc1S(=O)(=O)c1ccc(C)cc1,1%
CCC(Sc1nc2ccncc2[nH]1)C(=O)Nc1cc(C)ccc1C (stereo unspecified),-12%
COC(=O)CSc1ncc2c(n1)-c1ccccc1N(Cc1ccccc1C)S2(=O)=O,2%
COc1ccc(NC(=O)CSc2nc(-c3cccc(C)c3)[nH]c2-c2ccccc2)cc1OC,-18%
COc1ccc(-c2nnc(SCC(=O)c3ccc(NC(C)=O)cc3)o2)cc1OC,1%
O=c1[nH]c(SCc2ccccc2)nc2c1CCCC2,?
Cc1oc(-c2ccccc2F)nc1CSc1nnc(C)n2c1cc1occc12,-1%
CN1c2cc(Cl)ccc2-c2nc(SCC(=O)Nc3ccc(F)cc3F)ncc2S1(=O)=O,1%
CCc1nc2ccc(C(=O)NCCc3ccc(SC)cc3)cc2nc1CC,1%
O=C(CSc1nc2ccccc2nc1Cc1ccccc1)Nc1ccc2c(c1)OCO2,-2%
